High-throughput results deposited in PubChem by several laboratories.
HCT116 PTEN-null = growth suppression of PTEN-null HCT116, primary screen, cell-based, CellTiter-Glo; HCT116 PTEN-null viability, 60 h; active compounds read low; viability, % at 10 µM; 140,000 tested, 1.2% active; AID 827, 2007;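 active = viability at or below a set limit, 4 SD under the median of all tested compounds, cut at about 3.7% in these data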;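 note: PTEN knockout HCT116 line with beta catenin targeted HCT116 as companion control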
Yeast growth inh = growth inhibitors of yeast BB579 in restrictive medium, primary screen, yeast lifespan-shortening project, S. cerevisiae; OD615, 48 h; inhibition, % at 10 µM; 140,000 tested, 0.51% active; AID 804, 2007;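 active = inhibition above a set limit, 3 SD over the mean compound inhibition, cut at about 44% in these data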; note: inactives centre near -24
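Detection: OD615 turbidity measurement; Material: Saccharomyces cerevisiae DeaD strain BB579, replicative lifespan model yeast; Timing: 48 h exposure, 30 °C; Doses: single 10 µM dose; Medium: CSMM-D restrictive synthetic medium containing dextrose (glucose); Controls: amphotericin B at 10 µg/mL as positive control.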
E-sel TNF inh = E-selectin induction blockers in HUVEC – imaging, immunofluorescence, high content, primary screen | HUVEC TNFa-induced E-selectin immunofluorescence | inhibition, % at 2 µM | 120,000 tested, 0.71% active | AID 1246, 2008;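 active = inhibition above the batch mean plus 3 SD, and confirmed as a hit on visual image review, cut at about 43% in these data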;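 note: 0% = TNF-stimulated DMSO wells and 100% = unstimulated control wells; not every result past the cut was called active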
Yeast lifespan up = compounds extending yeast replicative lifespan, primary screen, S. cerevisiae, OD615; S. cerevisiae growth with nicotinamide; deaD strain in restrictive glucose medium; inhibition of the nicotinamide effect, % at 10 µM; 130,000 tested, 0.68% active;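 active = inhibition above a set limit, placed 3 SD over the median of all compounds, cut at about 26% in these data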;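 note: 0% = nicotinamide-treated wells and 100% = cells grown without nicotinamide; some compounds called inactive have numbers as strong as hits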
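System: Modified budding yeast, DeaD strain | Buffer or medium: Restrictive glucose medium | Also added: 1.5 mM nicotinamide | Doses: 10 µM single point, 0.25% DMSO | Schedule: 48 h compound exposure at 30 °C, humidified | Detection: Absorbance at 615 nm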
Measles CPE = compounds protecting cells from measles virus cytopathic effect, primary screen, measles RdRp inhibitor project, single point, MLSMR library, absorbance; Measles virus-infected cells, CPE protection; 140,000 tested, 1.5% active; AID 841, 2007; protection (pct of control), % at 4 µM; in the data active = protection mostly above about 24%, no sharp cut-off; inactive = mostly below about 26%; note: some compounds called inactive have numbers as strong as hits
Phagocyt inh = inhibitors of macrophage phagocytosis, primary screen, imaging, J774A.1 cells, IgG beads | 110,000 tested, 0.07% active | inhibition, % at 5 µM | J774A.1 macrophage IgG-bead phagocytosis | AID 1029, 2008;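 active = inhibition above the mean of the plate negative controls plus 5 SD, cut at about 13% in these data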;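 note: phagocytic index as fraction of beads internalized from green versus red external bead signal; plate controls were DMSO negative control for no effect and cytochalasin-D positive control for full effect; some results beyond the cut were filed as inactive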
NPY Y2 blocker = NPY-Y2 receptor antagonists, primary screen, cell-based; Neuropeptide Y receptor type 2 (Homo sapiens), P49146; NPY-Y2 expressing cells, antagonist mode; inhibition, % at 2.7 µM; 140,000 tested, 0.99% active; in the data active = inhibition above about 17%;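 note: 0% = vehicle with agonist challenge and 100% = reference antagonist with challenge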
Target sequence (P49146 whole entry, looked up): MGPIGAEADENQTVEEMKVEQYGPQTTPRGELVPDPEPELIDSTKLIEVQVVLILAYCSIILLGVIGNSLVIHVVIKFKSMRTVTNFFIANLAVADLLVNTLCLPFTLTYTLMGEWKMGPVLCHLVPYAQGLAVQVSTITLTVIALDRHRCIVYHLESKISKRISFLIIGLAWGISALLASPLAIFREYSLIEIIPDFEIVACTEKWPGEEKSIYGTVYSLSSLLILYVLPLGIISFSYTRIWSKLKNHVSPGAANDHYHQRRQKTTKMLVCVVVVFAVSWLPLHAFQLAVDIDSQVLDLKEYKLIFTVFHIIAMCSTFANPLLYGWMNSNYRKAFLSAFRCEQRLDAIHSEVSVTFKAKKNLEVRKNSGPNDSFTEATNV
GALR2 blocker = GALR2 antagonists in receptor-expressing cells, primary screen | Galanin receptor type 2 (Homo sapiens), O43603 | 140,000 tested, 0.39% active | AID 828, 2007 | antagonist mode | inhibition, % at 4 µM; in the data active = inhibition above about 27%;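 note: cells stimulated with galanin 1-16 at roughly its EC80; 0% = agonist challenge control and 100% = basal control without agonist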
Target sequence (O43603 whole entry, looked up): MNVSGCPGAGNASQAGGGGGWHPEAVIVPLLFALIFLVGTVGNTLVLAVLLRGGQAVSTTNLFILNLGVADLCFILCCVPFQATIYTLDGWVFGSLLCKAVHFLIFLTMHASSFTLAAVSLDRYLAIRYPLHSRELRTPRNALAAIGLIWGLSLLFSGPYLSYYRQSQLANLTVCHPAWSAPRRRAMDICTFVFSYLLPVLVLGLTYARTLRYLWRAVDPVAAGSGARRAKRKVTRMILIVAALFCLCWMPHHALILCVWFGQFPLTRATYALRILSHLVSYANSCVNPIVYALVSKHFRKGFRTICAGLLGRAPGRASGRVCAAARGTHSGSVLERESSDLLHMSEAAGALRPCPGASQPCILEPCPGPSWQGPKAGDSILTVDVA
bCat KO growth = primary screen for growth suppressors in beta-catenin knockout HCT116 cells (colon tumor, human). HCT116 beta-catenin knockout viability, CellTiter-Glo, 60 h; active compounds read low. viability, % at 10 µM. 140,000 tested, 1.5% active;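 active = viability at or under a set limit, the compound median less 4 SD, cut at about 6% in these data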;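 note: 0% = Hyamine 1622 control at 20 µM and 100% = untreated cell control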
MRP1 act = H69AR viability gain despite doxorubicin, primary screen, MRP-1 activator project, H69AR cells, CellTiter-Glo. viability rescue. AID 799, 2007. 140,000 tested, 0.61% active. viability increase, % at 10 µM;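 active = viability gain under doxorubicin at or above a set limit, the compound median plus 3 SD, cut at about 4.7% in these data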;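 note: MRP-1 overexpressing cells given doxorubicin 25 µM after compound pretreatment; 18-22 h compound pretreatment then 72 h with doxorubicin before readout; 0% = doxorubicin-only wells and 100% = vehicle-treated cells without doxorubicin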
Starred values were filed as active, the others as inactive; / = not tested or not shown.

SMILES	HCT116 PTEN-null	Yeast growth inh	E-sel TNF inh	Yeast lifespan up	Measles CPE	Phagocyt inh	NPY Y2 blocker	GALR2 blocker	bCat KO growth	MRP1 act
CCOc1ccc(N(CC(=O)NCC2CCCO2)S(=O)(=O)c2ccc(SC)cc2)cc1 (stereo unspecified)	97	-6	4	-1	2	2	2	-1	94	-2.0
CC(=O)N=c1cccc(NC(C)=O)n1O	95	-47	-11	-7	6	0	-2	-4	91	-1.1
COc1cc(/C=C(/NC(=O)c2ccccc2)C(=O)Nc2ccccc2)c([N+](=O)[O-])cc1OC	97	-22	-23	-11	2	/	2	-1	82	-4.4
CS(=O)(=O)c1ccc(Cl)c(NC(=O)CSc2nc3ccccc3c(=O)n2CCCN2CCOCC2)c1	93	-5	17	-4	7	-2	5	10	93	-3.7
Cc1ccc(N2CC(C(=O)N3CCc4ccccc43)CC2=O)cc1 (stereo unspecified)	86	-20	11	-2	11	0	3	-4	87	-2.4
c1ccn2c(Cc3nnc4ccccn34)nnc2c1	102	-6	7	-6	13	1	-1	-5	102	-0.5
CCn1c(SCc2nc3ccccc3s2)nnc1-c1ccccc1	102	-24	-14	11	1	0	5	3	100	-1.8
O=c1oc2ccccc2nc1/C=C(O)/C=C/c1ccc(F)cc1	73	-30	/	10	19	4	2	16	71	-3.6
O=C(Oc1cccc2ccccc12)c1ccco1	99	-85	-16	-14	2	0	-1	9	94	-1.8
COC(=O)c1ccccc1NC(=O)N1CCN(C(=O)c2ccco2)CC1	102	-39	/	-18	15	-1	5	4	103	-1.5
c1ccc(C2Oc3ccccc3C3CC(c4cccs4)=NN32)cc1 (stereo unspecified)	42	5	-37	3	26	-2	3	17	50	-4.0
CCOC(=O)c1c(NC(=O)COc2ncnc3ccccc23)sc(C)c1C	98	6	/	1	4	-6	0	5	82	-1.9
O=C(CNC(=O)/C(=C\c1ccc(Br)cc1)NC(=O)c1ccccc1)OCc1ccccc1	82	-13	-22	1	2	-13	1	5	81	2.5
N#C/C(=C\c1ccco1)Sc1nc2ccccc2s1	85	-65	3	-13	15	10	1	17	81	-1.8
O=C(C1CCCN(S(=O)(=O)c2ccccc2)C1)N1CCN(c2ncccn2)CC1 (stereo unspecified)	97	-3	20	-6	6	/	0	6	91	-2.2
O=C(c1ccccn1)N1CCN(c2ccc(C(F)(F)F)cn2)CC1	96	-8	-19	/	10	/	-1	-6	103	1.1
COc1cccc(-n2nnc3c(=O)n(CC(=O)NC4CCCC4)cnc32)c1	103	-54	/	-8	12	-2	0	-8	111	0.0
CSc1nc2ccccc2n1C(=O)NC1CCCCC1	92	-13	4	7	15	2	6	-10	96	-1.3
Cc1ccccc1NC(=O)CCN1CCN(C/C=C/c2ccccc2)CC1	97	-29	/	-14	17	0	3	-5	84	-4.0
O=C(/C=C/c1ccco1)NC(=S)NNC(=O)c1ccco1	62	2	7	/	13	/	5	-3	60	0.2
O=C1CSC(c2ccccn2)N1c1cccc(Cl)c1 (stereo unspecified)	94	-33	/	-1	3	-2	-1	5	87	-1.4
O=C(Cc1csc(Nc2nc(=S)[nH]c3ccccc23)n1)NCc1ccc(Cl)cc1	81	-33	/	-23	6	/	-2	3	76	-6.4
O=C(CNC1=NCCC1)c1ccc2c(c1)OCCO2	99	-32	0	-3	4	0	3	-3	96	-3.2
Cc1ccc(C)c(-n2nnnc2SCC(=O)Nc2c(C)n(C)n(-c3ccccc3)c2=O)c1	93	-22	-60	11	16	0	2	2	82	-1.7
Cc1cccc(OCc2nc(C#N)c(NCc3ccc4c(c3)OCO4)o2)c1	48	-74	-9	-6	5	0	27*	-14	50	-1.0
N=C1C(=O)OCC1c1ccccc1NC(=O)CN1CCOCC1 (stereo unspecified)	107	-12	/	6	4	-4	2	2	96	-0.6
Cc1ccc(C)c(NC(=S)NCc2ccc3[nH]c4c(c3c2)CCCC4)c1	40	18	5	0	3	/	-4	-1	30	-3.9
CCOc1ccc(Nc2nc3c(c(=O)[nH]2)CCC3)cc1	100	-74	/	-8	27	0	0	8	100	0.5
O=c1cc(-c2ccccc2)[nH]n1-c1nc2ccccc2[nH]1	8	97*	33	-26	1	1	2	-4	4.5*	-5.6
C=CCOc1ccc(C=Nc2ccc(Cl)cc2)c(O)c1	95	-18	/	3	6	7	1	10	102	-0.8
COC(=O)NNC(=O)c1cccc(C)c1	96	-15	-35	0	14	0	4	-1	98	-2.9
CCOC(=O)N1CCN(c2nc(C)c3c(n2)CCCC3=O)CC1	104	-35	6	-31	3	-1	2	-11	106	-0.5
O=C(NNc1nc2ccccc2s1)C1CC1	88	-18	-15	-17	15	/	-1	6	95	-1.9
COc1ccc(C(O)(C(=O)NNc2ccc(C)cc2)c2cccs2)cc1 (stereo unspecified)	80	-37	44	-12	6	0	1	-2	89	-4.5
C=CCn1c(SCc2ccc(C#N)cc2)nnc1-c1ccccc1	93	-22	7	-6	12	0	7	11	89	-1.4
CCC(=O)N1CC2(CC(c3cccc([N+](=O)[O-])c3)=NO2)C[C@H]1C(=O)NCC(N)=O (stereo partly specified)	88	-25	5	-5	6	-5	5	4	97	-1.2
Cc1noc(C)c1C(=O)Nc1ccc(F)cc1F	108	-14	/	-10	3	-2	1	-9	109	1.9
C=CCn1c(SCC(=O)NC(=O)NC2CCCC2)nnc1C1CCCCC1	89	-1	42	/	9	/	4	-1	89	-3.8
Clc1cccc(-c2ccc(/C=N/n3cnnc3)o2)c1	96	5	-44	-7	10	4	-1	6	92	-2.2
CN1CCC(=NNC(=O)C(=O)NCc2ccccc2)CC1	99	-20	11	-2	2	-1	3	7	93	-0.2

Arranged by value in Measles CPE (low to high): three of the compounds above.
canonical_smiles | Measles CPE
O=c1cc(-c2ccccc2)[nH]n1-c1nc2ccccc2[nH]1 | 1
O=C(CNC1=NCCC1)c1ccc2c(c1)OCCO2 | 4
O=C(Cc1csc(Nc2nc(=S)[nH]c3ccccc23)n1)NCc1ccc(Cl)cc1 | 6

Reprinted at random: 2 compounds from above, in no set order.
SMILES	HCT116 PTEN-null	Yeast growth inh	E-sel TNF inh	Yeast lifespan up	Measles CPE	Phagocyt inh	NPY Y2 blocker	GALR2 blocker	bCat KO growth	MRP1 act
COc1ccc(C(O)(C(=O)NNc2ccc(C)cc2)c2cccs2)cc1 (stereo unspecified)	80	-37	44	-12	6	0	1	-2	89	-4.5
CN1CCC(=NNC(=O)C(=O)NCc2ccccc2)CC1	99	-20	11	-2	2	-1	3	7	93	-0.2

More entries
SMILES	HCT116 PTEN-null	Yeast growth inh	E-sel TNF inh	Yeast lifespan up	Measles CPE	Phagocyt inh	NPY Y2 blocker	GALR2 blocker	bCat KO growth	MRP1 act
CC1(C)C(N(O)C(=O)Nc2ccccc2)N(c2cccc(Cl)c2)C(=O)N1O (stereo unspecified)	109	-69	9	-9	12	-1	1	-1	96	2.1
FC(F)(F)c1ccc(Oc2ccc3ccccc3c2Br)nc1	82	-37	16	1	14	-3	-1	4	85	-3.1
COCCn1c(CN2CCC(Cc3ccccc3)CC2)nc2c1c(=O)n(C)c(=O)n2C	34	-43	-20	-10	5	-1	2	5	28	-2.5
CC(C)(C)NC(=O)c1nc2nc(-c3ccccc3)cc(C(F)(F)F)n2n1	97	-24	/	-1	30	-2	0	3	105	-0.7
Cc1cccc(N2CN(Cc3ccco3)CNC2=S)c1C	93	-21	/	3	12	-11	3	4	92	-2.6
CC(C)Cn1c(=O)c2c(nc3n2CCCN3CCc2ccccc2)n(C)c1=O	86	-32	29	-9	1	0	4	-4	84	-1.9
Brc1cccc(-c2nnc3sc(CN4CCC5(CC4)OCCO5)cn23)c1	106	-44	6	-1	13	1	2	-2	92	-0.2
O=C(CCc1nc2ccccc2c(=O)[nH]1)Nc1ccc(F)cc1	104	-24	/	-1	4	-2	2	13	98	0.2
Cc1cc(C(=O)CN2C(=O)c3cccc(N)c3C2=O)c(C)n1Cc1cccs1	56	-53	/	-18	5	-2	3	21	68	-3.1
CC1=C(C(=O)Nc2ccccc2)C(c2ccc(C(C)C)cc2)N2C(=O)CSC2=N1 (stereo unspecified)	107	-39	-9	-9	4	0	4	5	98	1.5
CC(C)CNC(=S)NC(=O)c1ccc(Cl)cc1	85	-10	/	-5	23	-4	7	13	87	-1.7
O=C(CCc1nc2ccccc2c(=O)[nH]1)OCc1ccccc1F	101	-27	/	-7	8	-14	3	10	97	4.2
NS(=O)(=O)c1ccc(NC(=O)C2COc3ccccc3O2)cc1 (stereo unspecified)	100	-33	8	-6	20	-3	1	-9	102	-0.9
CCc1nnc(NC(=O)C2Cc3ccccc3CN2S(=O)(=O)c2cccs2)s1 (stereo unspecified)	72	-25	-17	-13	9	0	0	-11	60	0.8
COc1cccc(C2NC(=O)NC(O)(C(F)(F)F)C2C(=O)c2cccnc2)c1OC (stereo unspecified)	95	-9	/	-23	3	1	1	5	94	-2.1
COC(=O)CN(c1ccccc1C)S(C)(=O)=O	83	-21	-44	-14	6	2	1	10	94	-2.5
CC(C)n1nc(C(=O)NCCc2ccc(S(N)(=O)=O)cc2)c2ccccc2c1=O	94	-48	7	-8	7	-1	1	-7	98	-1.4
O=c1cc(-c2ccco2)oc2ccc(Cl)cc12	97	-42	2	-25	20	-5	1	-3	105	-1.0

Whole records, quoted from the list.
Cc1cccc(N2CN(Cc3ccco3)CNC2=S)c1C is listed as HCT116 PTEN-null = 93; Yeast growth inh = -21; E-sel TNF inh = /; Yeast lifespan up = 3; Measles CPE = 12; Phagocyt inh = -11; NPY Y2 blocker = 3; GALR2 blocker = 4; bCat KO growth = 92; MRP1 act = -2.6
CC(C)CNC(=S)NC(=O)c1ccc(Cl)cc1 is listed as HCT116 PTEN-null = 85; Yeast growth inh = -10; E-sel TNF inh = /; Yeast lifespan up = -5; Measles CPE = 23; Phagocyt inh = -4; NPY Y2 blocker = 7; GALR2 blocker = 13; bCat KO growth = 87; MRP1 act = -1.7
NS(=O)(=O)c1ccc(NC(=O)C2COc3ccccc3O2)cc1 (stereo unspecified) is listed as HCT116 PTEN-null = 100; Yeast growth inh = -33; E-sel TNF inh = 8; Yeast lifespan up = -6; Measles CPE = 20; Phagocyt inh = -3; NPY Y2 blocker = 1; GALR2 blocker = -9; bCat KO growth = 102; MRP1 act = -0.9
